Screens: PubChem BioAssay, The Scripps Research Institute Molecular Screening Center
UHRF1 binding – blocks human UHRF1 binding to methylated DNA | UHRF1 binding to methylated oligo, TR-FRET | 370,000 compounds, 0.75% hits | Q96T88 | inhibition, % at 4.4 µM; in the data active = inhibition above about 21%;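 note: UHRF1 SRA domain binding a hemimethylated CpG hairpin DNA probe; 0% = median of test compound wells and 100% = reference inhibitor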
Target sequence (Q96T88 whole entry, looked up, the tested form may be a part): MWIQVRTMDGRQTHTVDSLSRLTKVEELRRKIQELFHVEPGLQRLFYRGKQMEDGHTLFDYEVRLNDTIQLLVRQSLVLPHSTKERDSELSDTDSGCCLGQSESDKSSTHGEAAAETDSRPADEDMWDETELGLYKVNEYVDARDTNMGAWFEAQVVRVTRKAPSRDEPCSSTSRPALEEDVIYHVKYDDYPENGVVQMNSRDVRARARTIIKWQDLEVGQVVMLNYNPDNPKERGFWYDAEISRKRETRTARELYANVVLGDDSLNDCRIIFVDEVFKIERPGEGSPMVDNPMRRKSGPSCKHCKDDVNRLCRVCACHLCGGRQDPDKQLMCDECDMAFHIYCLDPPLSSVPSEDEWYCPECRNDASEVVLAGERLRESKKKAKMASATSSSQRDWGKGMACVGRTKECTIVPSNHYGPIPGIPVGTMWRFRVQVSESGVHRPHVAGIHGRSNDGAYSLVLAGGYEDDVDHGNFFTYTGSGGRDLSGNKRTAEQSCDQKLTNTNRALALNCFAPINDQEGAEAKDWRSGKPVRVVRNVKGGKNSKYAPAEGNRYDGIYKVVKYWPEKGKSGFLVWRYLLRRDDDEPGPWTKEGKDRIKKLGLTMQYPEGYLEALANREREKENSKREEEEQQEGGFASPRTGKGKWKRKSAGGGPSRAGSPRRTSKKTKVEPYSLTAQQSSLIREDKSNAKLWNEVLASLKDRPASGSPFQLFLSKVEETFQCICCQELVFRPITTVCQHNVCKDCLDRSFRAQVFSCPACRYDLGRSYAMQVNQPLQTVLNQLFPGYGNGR
TDP2 inh – blocks human TDP2 phosphodiesterase activity | AID 720702 | 370,000 compounds, 0.34% hits | inhibition, % at 12.8 µM | recombinant TDP2, T5PNP hydrolysis, p-nitrophenol absorbance 415 nm;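 active = inhibition above the mean of all tested compounds plus 3 SD, set per campaign, cut at about 25% in these data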;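 note: 0% = DMSO with enzyme and 100% = buffer with substrate but no TDP2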
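System – recombinant human TDP2 · Quantity – TDP2 enzyme at 120 nM final · Doses – single concentration, 12.8 µM nominal, with 1% DMSO · Incubation – 2 h at 37 °C · Measured by – epi absorbance of p-nitrophenol freed from T5PNP by hydrolysis · Read-out – % inhibition relative to enzyme-containing and enzyme-free wells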
SIAE primary – inhibitors of human sialic acid acetylesterase SIAE; 370,000 compounds, 0.69% hits; AID 1053197; inhibition, % at 9.66 µM; Q9HAT2; SIAE FP-Rh probe binding, fluorescence polarization;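 active = inhibition above a cutoff: mean of compounds within the control limits plus 3 SD of those, cut at about 17% in these data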;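 note: 0% = plate median of compound wells and 100% = probe without SIAE protein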
DDE Tn7 FP inh – inhibitors of Tn7 peptide binding to human fibrin DD(E); P02675; FP displacement of FITC-Tn7 peptide from fibrin DD(E); 0% = median of compound wells per plate; inhibition, % at 8.3 µM; 370,000 compounds, 0.13% hits; AID 720508;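 active = inhibition above the mean of compounds falling within the control limits plus 3 SD of them, cut at about 14% in these data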;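 note: 0% = plate median of compound wells and 100% = 10 µM Aha-Tn7 peptide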
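System: human fibrin DD(E); quantity: Fibrin-DD(E) at 2 µM final; also added: fluorescent Tn7 probe at 0.1 µM; compound dosing: single nominal test concentration of 8.3 µM per compound; schedule: 10 min preincubation, 3 h with tracer, room temperature; detection: fluorescence polarization of the labelled Tn7 tracer; repeats: one replicate per compound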
HTRA1 inhibitor – inhibitors of human serine peptidase HTRA1; AID 504803; recombinant HTRA1, FP-rhodamine activity-based probe, fluorescence polarization; Q92743; inhibition, % at 5.96 µM; 340,000 compounds, 0.5% hits; in the data active = inhibition above about 36%;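 note: 0% = enzyme with DMSO and 100% = wells lacking enzyme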
PRMT1 inh – inhibitors of human PRMT1; Q99873; recombinant PRMT1, activity-based probe fluorescence polarization; inhibition, % at 2.79 µM; 370,000 compounds, 1.3% hits; AID 652257;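 active = inhibition above about 21% made by adding two undisclosed values, limit read from the data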
TCR CD3 inh – human TCR-CD3 binding inhibition; 360,000 compounds, 0.37% hits; inhibition, % at 9.4 µM; TAMRA-labeled TCR probe fluorescence, biochemical; in the data active = inhibition above about 19%;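 note: recombinant mutant TCR 2C K166C tagged with TAMRA read by polarization; 0% = receptor in buffer alone and 100% = receptor with positive control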
ABHD4 inh – ABHD4 (mouse) inhibition, primary FP screen; purified mABHD4, FP-Rh probe fluorescence polarization; inhibition, % at 8.92 µM; 370,000 compounds, 0.54% hits;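 active = inhibition exceeding the mean over every tested compound plus 3 SD, cut at about 30% in these data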;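 note: 0% = plate median of compound wells and 100% = S159A mutant with DMSO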
Target sequence (Q8VD66 whole entry, looked up): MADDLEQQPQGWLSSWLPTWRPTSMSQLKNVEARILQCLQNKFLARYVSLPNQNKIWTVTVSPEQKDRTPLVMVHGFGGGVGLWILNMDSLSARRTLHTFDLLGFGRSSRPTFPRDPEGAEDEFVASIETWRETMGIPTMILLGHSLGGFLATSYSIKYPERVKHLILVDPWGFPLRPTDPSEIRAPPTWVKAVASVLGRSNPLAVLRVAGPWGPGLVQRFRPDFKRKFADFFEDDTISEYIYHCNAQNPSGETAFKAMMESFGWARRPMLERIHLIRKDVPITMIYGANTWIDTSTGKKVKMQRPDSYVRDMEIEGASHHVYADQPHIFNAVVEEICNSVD
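System: mouse ABHD4 enzyme, wild type / Medium: HEPES pH 7.0, NaCl, Pluronic buffer / Reagent: FP-Rh activity-based fluorescent probe / Control set: S159A mutant high control, sample median low control / Detection: fluorescence polarization with parallel and perpendicular emission, 525/598 nm / Schedule: 45 min + 60 min at 25 °C / Compound dosing: 8.92 µM, single dose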
LEDGF integ inh – blocks HIV-1 LEDGF/p75-dependent DNA integration | TR-FRET IN-LEDGF/p75 DNA integration, Eu/Cy5 | inhibition, % at 3.7 µM | 370,000 compounds, 0.64% hits;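 active = inhibition above the screen-wide mean plus 3 SD, cut at about 13% in these data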;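 note: signal is the Cy5 over europium emission ratio at 671 and 618 nm; 0% = plate median of compound wells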
PG9 binder – small molecules binding HIV-1 gp120 antibody PG9 | TR-FRET gp120-PG9 antibody binding | 360,000 compounds, 0.43% hits | inhibition, % at 6.7 µM; in the data active = inhibition above about 8.5%
Active calls of the source: *; . = not tested or not shown.

SMILES	UHRF1 binding	TDP2 inh	SIAE primary	DDE Tn7 FP inh	HTRA1 inhibitor	PRMT1 inh	TCR CD3 inh	ABHD4 inh	LEDGF integ inh	PG9 binder
CCNC(=S)N1C2CCC1CC(NC(=O)Nc1ccc(C(=O)OCC)cc1)C2 (configuration not stated)	0	-5	-3	7	1	0	3	-6	1	-0.7
COCCCNC(=S)N1CCN(c2nc3ccccc3s2)CC1	-1	6	-2	-4	1	-5	2	-2	0	0.9
COc1ccccc1N1CCN(C(=O)Cc2c(C(=O)O)[nH]c3ccc(Cl)cc23)CC1	-1	-4	5	1	8	-3	3	0	0	1.2
CCOC(=O)/C(C(N)=NC(C)C)=C(\O)c1ccccc1	-1	9	-2	-5	4	2	-1	7	-2	1.2
CC1(C)N([O-])C2=C(c3ccccc3C2=O)[N+](=O)C1(C)C	-2	-1	9	4	2	2	-6	-4	3	0.7
COc1ccc(CNC(=O)c2cccc(NC(=O)CC3SC(N4CCCCC4)=NC3=O)c2)cc1 (configuration not stated)	-2	-5	-8	-7	-8	-2	-5	-4	-2	-1.2
CCOc1ccccc1NC(=O)Nc1ccc(Br)cn1	-1	4	-1	3	3	1	0	-2	-2	-2.1
Cc1cccc(C)c1NC(=O)CNc1ccccc1	0	-17	-5	-1	-3	-3	-6	-10	4	-2.9
COc1ccc2[nH]c(=O)c(C(c3nnnn3C3CCCC3)N3CCN(Cc4ccc5c(c4)OCO5)CC3)cc2c1 (configuration not stated)	-3	0	2	5	-4	-2	3	0	4	-0.2
CC[C@]1(C(=O)OC)[C@H]2C(=O)N(C)C(=O)[C@H]2[C@H]2CN=C(SCc3ccc(C)cc3)N21	0	2	5	2	6	6	-4	2	-2	0.5
CC(=O)c1c[nH]c2ccc(C)cc2c1=O	2	-3	2	3	2	3	-1	3	-1	1.8
CCOC(=O)c1nc(Nc2ccc(Nc3ccccc3)cc2)c2ccccc2n1	-2	1	22*	6	46*	5	2	21	-2	-2.0
OCCC1CN(C2CSCCSC2)CCN1Cc1ccccc1 (configuration not stated)	-1	12	-2	-3	1	-4	5	-12	4	-1.1
CC(C)c1ccc(/C=N/NC(=O)c2nnn(-c3nonc3N)c2CSC2=NCCS2)cc1	-14	-4	-52	-7	-29	15	4	-2	-2	-2.6
COc1ccc(S(=O)(=O)N(C)CC(=O)N2CCCC2)cc1	-1	15	1	-5	-1	-6	0	-3	1	-1.2
CC1(C)CC=C(NNC(=O)c2cccnc2)C(=O)C1	0	-11	0	8	-2	13	-1	9	-9	0.3
COC(=O)C1C2C=CC3(CN(C(C)c4ccc(OC)cc4)C(=O)C13)O2 (configuration not stated)	-3	-7	-1	6	0	-1	-1	6	0	-0.2
CCc1ccc(NC(=O)CCN2C(=O)c3cccnc3C2=O)cc1	2	-3	1	1	1	-2	-1	-4	-4	-0.9
COc1cccc(C(=S)N2CCCC2)c1OC	-1	-4	2	0	4	11	7	4	0	-2.4
O=C1N/C(=N\S(=O)(=O)Cc2ccccc2)S/C1=C/c1cc([N+](=O)[O-])ccc1O	0	2	-23	-8	8	1	0	18	-1	-0.3
CC1CN(C(=O)CCC(=O)NCc2ccccc2Cl)c2ccccc2S1 (configuration not stated)	-1	-2	-10	-7	-5	-2	2	-3	0	0.3
CCOC(=O)c1c(C)[nH]c(C)c1S(=O)(=O)N(C)CC(=O)NCc1cccc(C)c1	-3	-5	0	-1	2	-1	-4	-3	-3	-0.9
CCCC(=O)Nc1ccc(Br)c(Cl)c1	2	4	0	5	-14	-2	5	4	0	-0.5
CN1CCN(c2ccc(NC(=O)c3ccc(Br)o3)cc2)CC1	4	-2	-4	-6	3	-1	1	-3	0	-1.7
CCOc1ccc(C(=O)N(c2ccccn2)C2CCCCC2)cc1	1	-2	-1	0	3	1	-1	3	0	0.1
Cc1cccc(-n2ccnc2SCC(=O)c2c(N)n(C3CC3)c(=O)[nH]c2=O)c1C	0	3	-10	-10	3	4	1	-2	4	-1.9
COc1cc(C2N3CC4(C)CN2CC(C)(C3)C4)ccc1O (configuration not stated)	-2	1	2	-1	-7	-2	1	-5	-1	-1.9
CCOC(=O)c1cccc2c1-c1ccccc1/C2=N/O	4	-3	-27	1	-44	1	-1	-51	-1	-0.3
COc1ccc(N2C(=O)N3[C@H](c4ccc(Br)cc4)[C@@H]4C(=O)N(C(C)(C)C)C(=O)[C@@H]4[C@]3(Cc3ccccc3)C2=O)cc1	10	2	-10	3	-36	-2	-2	3	0	-2.3
CCOc1ccc2nc3c(cc2c1)CN(CCCO)C(=NCCOC)S3	9	-11	-8	2	-13	0	0	-13	4	1.9
COc1ccc(-c2ccc(CN3C(C)C(=O)N(Cc4cn(Cc5ccco5)nn4)CCS3(=O)=O)cc2)cc1 (configuration not stated)	-2	5	-11	3	-29	4	-3	-23	2	-0.4
CC(=O)c1ccc(NC(=O)CC23CC4CC(C2)CC(n2nnc(C)n2)(C4)C3)cc1	2	-10	-2	-3	-2	-1	-3	-5	5	-1.6
O=C(NC1CCN(Cc2ccccc2)CC1)c1c(F)cccc1F	1	-5	1	-1	5	2	1	0	1	-0.4
COc1ccc(NC(=O)C2=C(C)NC(=S)NC2c2ccc(O)c(OC)c2)cc1 (configuration not stated)	0	0	-3	-11	0	10	2	0	-6	-1.1
O=C(Cn1ncc2c1-c1ccccc1OC2)Nc1cccc(Cl)c1	-1	0	17	11	-25	-3	-6	-22	-1	0.8
C/C=C/c1ccc(OCCCCN2CC(C)CC(C)C2)c(OC)c1 (configuration not stated)	4	7	-2	6	3	1	1	16	-5	1.1

Structures listed so far that contain a furan ring, fused or not, in the order listed:
SMILES	UHRF1 binding	TDP2 inh	SIAE primary	DDE Tn7 FP inh	HTRA1 inhibitor	PRMT1 inh	TCR CD3 inh	ABHD4 inh	LEDGF integ inh	PG9 binder
CN1CCN(c2ccc(NC(=O)c3ccc(Br)o3)cc2)CC1	4	-2	-4	-6	3	-1	1	-3	0	-1.7
COc1ccc(-c2ccc(CN3C(C)C(=O)N(Cc4cn(Cc5ccco5)nn4)CCS3(=O)=O)cc2)cc1 (configuration not stated)	-2	5	-11	3	-29	4	-3	-23	2	-0.4

Following part:
SMILES	UHRF1 binding	TDP2 inh	SIAE primary	DDE Tn7 FP inh	HTRA1 inhibitor	PRMT1 inh	TCR CD3 inh	ABHD4 inh	LEDGF integ inh	PG9 binder
COc1ccc(CCC(=O)NNC(=O)Cn2nc(C)cc2C)cc1	2	-17	-3	-1	9	-4	-8	-6	1	-2.0
CC(C)CNC(=O)c1ccccc1NC(=O)CN(c1ccc2c(c1)OCCO2)S(C)(=O)=O	-3	6	0	-1	8	0	-3	0	0	-0.3
CC1CCN(c2ccc3c(c2)S(=O)(=O)c2cccc(C(=O)NC[C@@H]4CCCO4)c2C3=O)CC1	-10	0	-13	-4	-16	0	-8	-21	4	-1.8
O=C(NCc1ccc2c(c1)OCO2)c1nc(S(=O)(=O)Cc2ccccc2F)ncc1Cl	4	-17	1	2	-2	29*	-5	4	0	0.9
O=C(CCNS(=O)(=O)c1ccc(Br)s1)N1CCN(c2ccccc2)CC1	-3	4	-5	0	-4	-1	4	-1	-2	-0.6
NC(=O)COc1ccc(C(=O)/C=C2/C(=O)Nc3ccccc32)cc1	0	-7	-9	10	-1	16	-4	4	0	-2.2
CSc1nc(-c2ccco2)nn1C(=O)Cc1ccccc1	-1	0	3	2	4	0	-1	-1	-1	-1.7
C[C@@H]1CN([C@H](C)CO)S(=O)(=O)c2ccc(C#Cc3ccccc3F)cc2O[C@H]1CN(C)C(=O)c1ccc2c(c1)OCO2	5	1	-12	-2	-77	-1	2	-22	3	-0.5
CC(=O)Nc1ccc(NC(=O)COC(=O)c2n[nH]c3ccccc23)cc1	32*	1	-3	-7	-5	2	4	3	0	-1.2
CCOc1ccc(C2CC(c3ccc(OC)c(OC)c3)n3nc(N)nc3N2)cc1 (configuration not stated)	-2	-3	2	4	3	-2	4	5	-1	-0.5
O=C(NCc1ccco1)C(=O)N1CCCC1	3	-5	0	6	3	-3	2	-3	3	-0.6
Cc1ccc2c(C)c(C(=O)Nc3c(C)n(C)n(-c4ccccc4)c3=O)oc2c1	-2	-1	2	7	-3	2	0	-6	-5	-3.1
O=C(NCCc1ccccc1)C1CCN(S(=O)(=O)c2cccs2)CC1	3	-15	-12	6	-3	1	3	-13	3	-0.2
O=C(NCc1n[nH]c(=S)n1-c1ccc(Br)cc1)c1ccc(S(=O)(=O)N2CCCC2)cc1	1	7	1	5	7	-2	2	2	-3	0.5
CCC1CCCCN1C(=O)c1sc2ncnc(N(CC)CC)c2c1C (configuration not stated)	4	-12	3	3	-5	-2	0	22	4	-0.5
C=CCN1C(c2ccccc2)=CS/C1=C(/C#N)c1nnc(N2CCOCC2)n1-c1ccccc1	3	-1	-2	7	-1	13	1	4	0	0.4
COc1ccc(/C=N/OCC(=O)N=Nc2c(O)[nH]c3ccc(Br)cc23)cc1	21*	-3	0	3	-13	-2	8	-4	0	-3.3
O=C(CC[C@H]1O[C@@H](n2ccc(=O)[nH]c2=O)[C@H](O)[C@@H]1O)NC1CCN(Cc2ccccc2)C1 (some centres not stated)	-1	10	-4	2	.	-4	8	1	-1	0.1
O=C(Nc1ccc(S(=O)(=O)N2CCCC2)cc1)c1ccc(Cl)nc1	4	-9	-5	3	4	4	-1	-13	-4	-0.1
COc1ccccc1C(=O)NC(C)C(c1cccs1)N1CCOCC1 (configuration not stated)	-1	0	0	1	2	0	-3	-6	-2	-1.3
Cc1nc2ncnn2c(C)c1Cc1cccc(C(F)(F)F)c1	2	5	2	-3	-5	-1	-4	1	-1	-0.7
CCSC(=O)NC12CC3CC(CC(C3)C1)C2	3	5	1	-3	2	0	-6	2	4	0.6
CC(C)(C)OC(=O)N1CCC(N[C@@H](Cc2c[nH]c3ccccc23)C(=O)NCC(c2ccccc2)c2ccccc2)(C(=O)NC2CCCCC2)CC1	3	2	-8	1	.	1	.	-4	2	.
O=c1c2c(nc(NCCO)n1CC1CCCCC1)-c1ccccc1CC21CCCC1	-146	-5	-12	-3	-52	-1	12	-25	0	0.0
COc1cc(C(NC(C)=O)NC(C)=O)ccc1OCc1ccccc1	1	-10	0	-5	-1	-3	-4	0	3	1.0
COCCNC(=O)c1ccc2c(Cl)c3c(nc2c1)CCC3	1	-18	-9	5	1	5	-4	-3	7	2.4
Cc1ccc(SCc2nc3ccccc3[nH]2)cc1	-2	5	-7	-2	-2	2	0	-3	0	-0.1
O=C(NC(=S)N1CCCC1)c1ccccc1Cl	1	4	-4	4	5	3	-4	0	-9	1.9
O=C(COC(=O)c1ccc(S(=O)(=O)NCc2ccco2)cc1)NCC1CCCCC1	0	-4	5	7	5	3	-2	0	5	-3.5
O=[N+]([O-])c1ccc(N2CCCCC2)cc1	-4	3	4	2	.	3	-7	1	5	1.2
